# CCR6 antagonist = blocks CCL20-driven beta-arrestin recruitment at human CCR6. P51684. CHO-K1 CCR6 PathHunter beta-arrestin, luminescence, CCL20-stimulated. inhibition, % at 20 µM. 0.49% of 340,000 active. AID 493098;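 active = compounds whose inhibition of the agonist-driven luminescence signal at 20 µM reaches about 50%, limit read from the data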;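 note: cells stimulated with CCL20 at 14 nM final; plate controls were DMSO with CCL20 for no effect and DMSO without agonist for full effect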
# Jurkat NFkB inh = inhibitors of the PMA/ionomycin-induced NF-kB reporter in Jurkat cells; 0.53% of 330,000 active; AID 435003; inhibition, % at 4 µM; PMA/ionomycin-induced NF-kB luciferase reporter, luminescence; in the data active = inhibition above about 50%
# 697 NFkB inh = inhibitors of the PMA/ionomycin-induced NF-kB reporter in 697 B cells; 0.33% of 330,000 active; inhibition, % at 4 µM; 697 B-cell NF-kB luciferase reporter, 16 h; in the data active = inhibition above about 35%
# CXCR6 block = inhibitors of human CXCR6 receptor; CHO-K1 PathHunter CXCR6 beta-arrestin, luminescence; inhibition, % at 20 µM; 0.36% of 360,000 active; AID 602244; in the data active = inhibition above about 34%, passing the limit was not always enough;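 note: antagonist mode with CXCL16 agonist at 10 nM final; 0% = 10 nM CXCL16 with DMSO and 100% = unstimulated wells without agonist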
# Gli-Sufu block = antagonists of Gli-Sufu signaling. Sufu-KO-LIGHT fibroblasts, Gli luciferase reporter luminescence. inhibition, % at 5 µM. 0.74% of 340,000 active. AID 588413;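 active = inhibition above about 55%, limit read from the data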;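 note: 0% = DMSO-treated cells and 100% = wells with medium but no cells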
# UBC13 polyUb = inhibitors of human UBC13 polyubiquitin chain formation. TR-FRET. 0.47% of 330,000 active. inhibition, % at 20 µM; in the data active = inhibition above about 45%, passing the limit was not always enough
# Target sequence (P61088 whole entry, looked up): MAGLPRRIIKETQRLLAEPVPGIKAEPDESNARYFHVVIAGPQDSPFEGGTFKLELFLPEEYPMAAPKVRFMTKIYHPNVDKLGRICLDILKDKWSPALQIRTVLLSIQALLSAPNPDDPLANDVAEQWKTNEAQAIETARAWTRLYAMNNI
# EBI2 block = blocks human EBI2 receptor beta-arrestin signaling; 0.81% of 360,000 active; inhibition, % at 5 µM; EBI2 beta-arrestin recruitment, luminescence, 7a,25-OHC stimulated; in the data active = inhibition above about 38%;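 note: enzyme fragment complementation signal reports receptor beta-arrestin coupling in cells; 0% = agonist plus DMSO wells and 100% = wells without agonist; some results beyond the cut were filed as inactive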
# Target sequence (P32249 whole entry, looked up, the tested form may be a part): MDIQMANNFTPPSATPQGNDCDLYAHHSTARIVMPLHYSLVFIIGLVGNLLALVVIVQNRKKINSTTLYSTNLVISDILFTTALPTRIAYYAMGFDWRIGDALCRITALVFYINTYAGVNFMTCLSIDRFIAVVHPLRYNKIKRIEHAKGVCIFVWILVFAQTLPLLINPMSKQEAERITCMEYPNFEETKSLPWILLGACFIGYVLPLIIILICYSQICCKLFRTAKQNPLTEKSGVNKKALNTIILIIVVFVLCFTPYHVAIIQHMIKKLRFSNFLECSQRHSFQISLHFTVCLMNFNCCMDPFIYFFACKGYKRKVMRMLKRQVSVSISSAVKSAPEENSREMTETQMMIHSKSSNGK
# APJ antagonist = antagonists of human APJ apelin receptor | CHO-K1 APJ beta-arrestin complementation, luminescence | P35414 | 0.32% of 330,000 active | inhibition, % at 20 µM;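 active = inhibition above about 40% at 20 µM, limit read from the data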;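 note: cells challenged with 10 nM apelin-13 agonist together with compound; plate controls were apelin-13 plus DMSO wells for no effect and DMSO wells lacking apelin-13 for full effect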
# Target sequence (P35414 whole entry, looked up): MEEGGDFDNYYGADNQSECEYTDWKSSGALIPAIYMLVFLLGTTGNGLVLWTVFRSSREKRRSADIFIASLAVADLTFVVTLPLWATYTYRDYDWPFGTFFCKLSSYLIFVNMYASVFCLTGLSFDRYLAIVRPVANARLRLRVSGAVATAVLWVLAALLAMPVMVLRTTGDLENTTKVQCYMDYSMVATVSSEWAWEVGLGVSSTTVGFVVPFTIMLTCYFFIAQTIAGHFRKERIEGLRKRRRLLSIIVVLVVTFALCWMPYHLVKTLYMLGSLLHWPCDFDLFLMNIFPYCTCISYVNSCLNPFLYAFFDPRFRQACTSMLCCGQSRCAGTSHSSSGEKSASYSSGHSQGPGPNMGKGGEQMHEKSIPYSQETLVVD
# Active calls of the source: *; · = no result given.
SMILES,CCR6 antagonist,Jurkat NFkB inh,697 NFkB inh,CXCR6 block,Gli-Sufu block,UBC13 polyUb,EBI2 block,APJ antagonist
O=C(Cc1cccc(NC(=O)C2CCCN(C(=O)C3CC3)C2)c1)Nc1ccc(C(=O)N2CCOCC2)cc1 (centres undefined),-2,·,·,-4,4,·,-7,·
CC(C)(C)NC(=O)Cn1nnc(-c2ccccc2NC(=O)c2ccco2)n1,4,1,-2,2,5,2,2,2
COc1cc(C(=O)N2CCc3ccccc32)cc(OC)c1OC,1,-10,-2,5,-1,-4,-3,-7
O=C(CSc1nc2scc(-c3ccco3)c2c(=O)n1-c1ccccc1)NCC1CCCO1 (centres undefined),16,3,8,1,5,-8,4,2
COc1ccc(CCNC(=O)C2(C)CCC(=O)N2Cc2ccc3c(c2)OCO3)cc1OC (centres undefined),11,-1,1,-2,8,-7,-4,1
COc1ccccc1C1NC(=O)NC(C)=C1C(=O)OC1CCC(C)CC1 (centres undefined),-9,0,-4,-7,-2,-2,-3,-20
CCC1=C(OC(=O)N(CC)CC)N2C(=O)OC(=NCc3ccccc3)[C@]2(C)[C@H]2C1=CC[C@H]1C(=O)NC(=O)[C@H]12,11,7,15,1,0,7,-9,20
Cc1[nH]n(C(N)=S)c(=O)c1N=Nc1ccc(Cl)cc1Cl,40,-13,-116,20,-35,-4,7,29
COc1ccc2cc(C3CC(c4cccs4)=NN3S(C)(=O)=O)c(Cl)nc2c1 (centres undefined),6,7,-6,5,8,-2,4,7
CCOC(=O)c1c(C)[nH]c(C(C)=NNC(=O)c2cccs2)c1C,15,11,-106,18,-68,16,10,-9
Cc1ccc(CNC(=O)c2nn(C)c(C)c2[N+](=O)[O-])cc1,-3,-1,2,0,2,-2,-11,20
COc1cc(CN2CCC(C(=O)N3CCN(c4ccccc4F)CC3)CC2)ccc1O,6,4,-41,-1,12,-7,11,-9
COc1ccc(/C=N/NC(=O)c2cnccn2)c(OC)c1OC,-4,8,3,-10,5,-4,-16,-24
COc1ccc(OC)c(N2C(=NC(=O)C3CCCCC3)SC3CS(=O)(=O)CC32)c1 (centres undefined),-3,4,-15,-6,6,-7,1,-23
CCn1c(SCC(=O)Nc2nccs2)nnc1-c1cccnc1,-12,10,19,-5,6,8,-4,2
Cc1cc(=O)c(C(=O)O)nn1-c1ccccc1[N+](=O)[O-],16,3,15,4,8,-3,11,12
CCOc1ccc(C(=O)NNC(=O)CCNC(=O)c2ccco2)cc1OC,-2,18,13,1,2,-1,-16,-3
CN1C(=O)[C@@H]2[C@H](C1=O)[C@@H]1C(=O)Nc3ccccc3C(=O)N1[C@@H]2c1ccc(Br)cc1,2,19,6,2,11,4,-8,-34
Cc1cccc(NC(=O)Nc2cccc(C#N)c2)n1,4,-25,-59,4,-81,17,8,17
Cc1[nH][nH]c(=O)c1C=NCc1cccs1,1,1,16,1,1,5,6,11
O=C(Nc1nnc(C2CC2)s1)C1Cc2ccccc2CN1S(=O)(=O)c1cccs1 (centres undefined),19,-5,-26,8,-1,-11,1,9
Cc1ccc(Cn2cnc3sc4c(c3c2=O)CCC4)c(C)c1,6,-21,-12,-7,-6,-7,11,3
CCOc1cccc2c1OC1(C)CC2NC(=O)N1c1ccc(OC)cc1 (centres undefined),9,-19,-40,-1,0,-4,4,7
Clc1ccc2nc(SCc3nnc(-c4ccccc4)o3)[nH]c2c1,14,-14,-14,-2,9,-2,-5,-7
CCOCCCNC(=O)c1cn(CC(C)C)c(=O)c2c1c1ccccc1n2C,3,-14,4,6,1,51*,11,3
Cn1c(-c2ccc(-c3ccccc3)cc2)c[nH]c1=S,0,-24,-27,-3,12,6,2,12
Cc1cccc(-n2c(-c3ccco3)n[nH]c2=S)c1,18,13,8,-3,-5,0,-13,-3
Cc1ccc(NC(=O)c2oc3ccccc3c2C)c([N+](=O)[O-])c1,4,-52,-99,0,-23,-7,6,-8
COc1ccccc1OCc1nnc(SCC(=O)NCc2ccco2)n1Cc1ccco1,21,-6,0,6,-1,-6,2,0
Nc1nc(Nc2ccccc2Cl)cc(=O)[nH]1,-4,3,-7,0,-9,2,-4,15
COc1ccc(C2C(C(=O)N3CCOCC3)=C(C)NC3=C2C(=O)CC(C)(C)C3)c(OC)c1 (centres undefined),1,2,-2,-3,4,6,-7,-17
CCOC(=O)C1CCN(C(=O)/C(=C/c2ccccc2)NC(=O)c2ccccc2)CC1,6,1,0,5,·,-7,3,-3
O=C(COc1ccc(Cl)cc1)NCc1nnc(SCC(=O)N2CCCc3ccccc32)o1,24,-2,-25,2,8,-9,32,16
Cn1nc(C(=O)N2CCN(C(c3ccccc3)c3ccccc3)CC2)c2ccccc2c1=O,9,9,2,14,-5,12,9,11
COC(=O)c1cn(Cc2ccc(C(F)(F)F)cc2)cc(F)c1=O,7,11,8,6,28,5,3,3
CC(C)(C)OC(=O)N1CCC(C(=O)N[C@H](C(=O)O)c2ccccc2)(c2ccccc2)CC1,-2,-24,1,5,6,-2,12,4
Cc1cc(C)cc(NC(=O)COC(=O)CCCNC(=O)c2ccc(Cl)cc2)c1,2,-1,0,11,-8,-6,-3,-12
CC(=O)c1cc(CN2CCC(N3CCC(C(=O)NC(C)C)CC3)CC2)cs1,-7,3,9,-4,-6,6,-5,-6
CCC(=O)Oc1ccc(/C(CC)=C(\CC)c2ccc(OC(=O)CC)cc2)cc1,5,0,-7,0,9,9,30,-8
O=C(CN1CCOCC1)Nc1ccc(Br)cn1,1,6,1,-2,-10,3,-13,10
COc1ccccc1CNC1CCCc2ccccc21 (centres undefined),3,16,19,7,20,5,10,11
O=C(NCCc1ccccc1)C1CCN(C(=O)Nc2ccccc2)CC1,7,-8,1,-6,-7,6,11,8
COc1ccc(C2=NS(=O)(=O)N(C)C(C(=O)N(C)Cc3ccccc3)=C2)cc1OC,9,16,11,5,0,-2,-4,21
COC(=O)CSc1nnc(SCc2ccc(Cl)cc2)s1,-13,-2,3,-7,5,7,-16,-7
CC1(c2ccccc2)ON(c2ccccc2C(F)(F)F)C1=O (centres undefined),·,-10,-3,·,·,1,·,-8
COc1ccc(-n2c(-c3ccc(C)cc3)n[nH]c2=S)cc1,8,17,-8,0,-3,5,-10,-27
Cn1c(=O)c2c(nc(SC3C(=O)CC(C)(C)CC3=O)n2C)n(C)c1=O,0,14,31,-3,-11,1,-2,15
[O-][n+]1cccc2cccc(O)c21,-5,·,·,0,2,·,-6,·
COc1cccc(/C=C/C(=O)OCC(=O)Nc2cccc(S(=O)(=O)N3CCCCC3)c2)c1OC,9,-10,6,-3,20,19,14,-2
COc1ccc(-c2noc(CN(C)S(=O)(=O)c3ccccc3)n2)cc1OC,6,-11,1,1,-4,-2,9,-3
Fc1ccc(NC(=S)Nc2cccc3cnccc23)cc1,9,18,5,-17,-7,-41,2,-68
CCc1nnc(NC(=O)CCC(=O)NCc2ccccc2OC)s1,4,20,24,5,3,1,-6,21
O=C(NC1CCCCCCC1)C1CCN(S(=O)(=O)N2CCC3(CC2)OCCO3)CC1,13,-2,-4,6,10,3,-8,-18
Clc1cc(Cl)cc(Nc2ncn[nH]2)c1,-30,-9,-2,0,5,-6,-3,6
COc1ccc(C(=O)Nc2cc(C(F)(F)F)ccc2-n2cncn2)cc1,2,0,5,0,-7,-3,1,2
CSCCC(NS(=O)(=O)c1ccc(C)cc1)C(=O)NCCc1c[nH]c2ccccc12 (centres undefined),-1,-7,23,-6,2,3,1,-12
Cc1ccc(S(=O)(=O)N2CCC(=O)N(C(COCc3cccc(C)c3)C(C)C)CC2)cc1 (centres undefined),5,7,-2,12,6,5,8,-40
CCCn1c2ccccc2c2cnn(CC(=O)N(CC)CC)c(=O)c21,0,9,2,1,-6,6,3,5
COc1ccccc1CNC(=O)C1CCN(S(=O)(=O)c2ccc3nc4c(c(C(=O)O)c3c2)CCCC4)CC1,5,2,-4,-2,-9,-11,-3,2
Cc1ccc(OCCCC(=O)NNC(=O)c2ccncc2)cc1,0,8,23,6,-9,-3,-3,11
# More records follow.
SMILES,CCR6 antagonist,Jurkat NFkB inh,697 NFkB inh,CXCR6 block,Gli-Sufu block,UBC13 polyUb,EBI2 block,APJ antagonist
Cc1ccc(C(=O)N2CCN(S(=O)(=O)c3ccccc3[N+](=O)[O-])CC2)o1,-4,4,13,1,10,14,12,6
CC[C@@H](C)[C@@H]1CN([C@@H](CN2CCC[C@H]2CN2C(N)=NC[C@H]2CC(C)C)C(C)C)C(=N)N1CCCC1CCCC1,0,8,-10,1,-7,66*,-2,12
ON1C(c2ccc(Cl)cc2Cl)N(O)[C@H]2CCCC[C@H]21 (some centres undefined),80*,-17,14,8,-1,5,-5,55*
CCCC(=O)NCCc1cc2ccc(OC)cc2[nH]c1=O,0,-3,2,4,0,-2,-7,-6
O=C(O)c1ccc(N2C(=O)CC(N3CCC(c4nc5ccccc5[nH]4)CC3)C2=O)cc1 (centres undefined),2,1,-4,4,2,-6,1,-3

# Another view of some results above:
# Every second line gives: CCR6 antagonist | Jurkat NFkB inh | 697 NFkB inh | CXCR6 block | Gli-Sufu block | UBC13 polyUb | EBI2 block | APJ antagonist
> COc1ccc(-c2noc(CN(C)S(=O)(=O)c3ccccc3)n2)cc1OC
→ 6 | -11 | 1 | 1 | -4 | -2 | 9 | -3
> Fc1ccc(NC(=S)Nc2cccc3cnccc23)cc1
→ 9 | 18 | 5 | -17 | -7 | -41 | 2 | -68
> CCc1nnc(NC(=O)CCC(=O)NCc2ccccc2OC)s1
→ 4 | 20 | 24 | 5 | 3 | 1 | -6 | 21
> O=C(NC1CCCCCCC1)C1CCN(S(=O)(=O)N2CCC3(CC2)OCCO3)CC1
→ 13 | -2 | -4 | 6 | 10 | 3 | -8 | -18
> Clc1cc(Cl)cc(Nc2ncn[nH]2)c1
→ -30 | -9 | -2 | 0 | 5 | -6 | -3 | 6
> COc1ccc(C(=O)Nc2cc(C(F)(F)F)ccc2-n2cncn2)cc1
→ 2 | 0 | 5 | 0 | -7 | -3 | 1 | 2
> CSCCC(NS(=O)(=O)c1ccc(C)cc1)C(=O)NCCc1c[nH]c2ccccc12 (centres undefined)
→ -1 | -7 | 23 | -6 | 2 | 3 | 1 | -12
> Cc1ccc(S(=O)(=O)N2CCC(=O)N(C(COCc3cccc(C)c3)C(C)C)CC2)cc1 (centres undefined)
→ 5 | 7 | -2 | 12 | 6 | 5 | 8 | -40
> CCCn1c2ccccc2c2cnn(CC(=O)N(CC)CC)c(=O)c21
→ 0 | 9 | 2 | 1 | -6 | 6 | 3 | 5
> COc1ccccc1CNC(=O)C1CCN(S(=O)(=O)c2ccc3nc4c(c(C(=O)O)c3c2)CCCC4)CC1
→ 5 | 2 | -4 | -2 | -9 | -11 | -3 | 2
> Cc1ccc(OCCCC(=O)NNC(=O)c2ccncc2)cc1
→ 0 | 8 | 23 | 6 | -9 | -3 | -3 | 11
> Cc1ccc(C(=O)N2CCN(S(=O)(=O)c3ccccc3[N+](=O)[O-])CC2)o1
→ -4 | 4 | 13 | 1 | 10 | 14 | 12 | 6
> CC[C@@H](C)[C@@H]1CN([C@@H](CN2CCC[C@H]2CN2C(N)=NC[C@H]2CC(C)C)C(C)C)C(=N)N1CCCC1CCCC1
→ 0 | 8 | -10 | 1 | -7 | 66* | -2 | 12

# Screens as filed in PubChem BioAssay.
